From PubChem
GPR35 arrestin U2OS – inhibition of zaprinast-stimulated GPR35 beta-arrestin translocation – imaging, U2OS, beta-arrestin-GFP, zaprinast agonist, primary screen (AID 2058); 290,000 compounds, 0.052% hits; U2OS GPR35 beta-arrestin-GFP translocation imaging, zaprinast antagonism; higher % means a stronger effect; inhibition, % at 10 µM; hits with a dose series show IC50 in µM;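 active = inhibition of at least 50% with at least 30 cells and total cytoplasm GFP at most 10,000,000; inconclusive = under 30 cells or total GFP of 10,000,000 plus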
GPR55 antagonists – inhibition of LPI-stimulated GPR55 beta-arrestin translocation – imaging, U2OS, beta-arrestin-GFP, LPI agonist, primary screen (AID 2013). 290,000 compounds, 0.13% hits. inhibition, % at 10 µM; hits with a dose series show IC50 in µM. U2OS GPR55 beta-arrestin-GFP translocation imaging, LPI antagonism; higher % means a stronger effect;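 active = spots per cell inhibited over 60%, with over 100 cells counted and total cytoplasm intensity under 500,000; inconclusive = wells with under 100 cells, flagged as likely toxic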;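 note: U2OS cells stably carrying GPR55 and arrestin-GFP stimulated by 5 µM LPI near EC80; imaged beta-arrestin-GFP aggregate spots per cell after agonist stimulation; plate controls were LPI-stimulated DMSO wells for no effect and DMSO wells without LPI for full effect; some results filed as inactive read as strong as hits; confirmed hits need IC50 under 10 µM and bright autofluorescent wells are also inconclusive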
HIV fusion peptide – inhibitors of HIV fusion peptide binding, primary screen, biochemical, uHTS, fluorescence dequenching (AID 1986); inhibition, % at 20 µM; hits with a dose series show IC50 in µM; 290,000 compounds, 0.3% hits; cell-free peptide binding, fluorescence dequenching, 30 min; higher % means a stronger effect; in the data active = inhibition mostly above about 52%, no sharp cut-off; inactive = mostly below about 76%; note: some results filed as inactive read as strong as hits
NTR1 agonist – NTR1-driven beta-arrestin-GFP spot formation – imaging, U2OS cells, high content, primary screen (AID 493036). P30989. agonist mode. activation, % at 20 µM. 330,000 compounds, 0.17% hits;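 active = activation at or above 40% of the spot to cytoplasm intensity ratio, with at least 20 cells analyzed; inconclusive = wells under 20 cells, flagged as cytotoxic or low count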;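 note: 0% = DMSO without peptide and 100% = 100 nM NTR1 peptide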
Target sequence (P30989 whole entry, looked up): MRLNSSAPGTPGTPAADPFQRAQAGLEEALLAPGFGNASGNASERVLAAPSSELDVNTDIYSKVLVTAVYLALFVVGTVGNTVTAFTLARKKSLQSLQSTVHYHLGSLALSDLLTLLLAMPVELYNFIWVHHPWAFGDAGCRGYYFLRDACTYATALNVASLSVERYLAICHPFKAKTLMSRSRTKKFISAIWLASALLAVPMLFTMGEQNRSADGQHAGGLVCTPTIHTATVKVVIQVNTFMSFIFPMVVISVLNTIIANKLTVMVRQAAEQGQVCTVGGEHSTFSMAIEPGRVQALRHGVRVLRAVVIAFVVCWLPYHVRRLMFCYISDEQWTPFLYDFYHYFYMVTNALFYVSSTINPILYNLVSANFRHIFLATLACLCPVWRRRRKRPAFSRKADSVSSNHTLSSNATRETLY
Myeloid diff 2 – myeloid differentiation induction. AID 624256. calls only at 10 µM. ER-HoxA9 myeloid progenitors, lysozyme-GFP differentiation, flow cytometry. 360,000 compounds, 1% hits;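 active = normalized GFP-positive differentiation at or above the plate's own cutoff, the solvent-only control mean plus 3 SD; inconclusive = no clear call, values can overlap the other calls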;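 note: cells exposed to compound for four days before flow analysis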
PhoP inhibition – inhibitors of PhoP regulon expression, primary screen, Salmonella Typhimurium, GFP reporter (AID 1863). 300,000 compounds, 0.16% hits. S. Typhimurium PhoP-regulated promoter GFP reporter, 4 h; higher % means a stronger effect. one-dose inhibition, % at 50 µM; IC50 in µM for titrated hits;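 active = inhibition over 29.93%, a cutoff 3 SD above the screen mean, later confirmed by dose response; inconclusive = inhibition over 29.93% but no dose response follow-up; inactive = inhibition at most 29.93% or unconfirmed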;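 note: 0% = low Mg2+ inducing control and 100% = high Mg2+ repressing control; strong numbers were not always called active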
LYP inhibition – PTPN22 lymphoid phosphatase activity blockers – biochemical, fluorescence intensity, uHTS (AID 1779) | recombinant LYP phosphatase, fluorescence intensity; higher % means a stronger effect | inhibition, % at 11.5 µM; hits with a dose series show IC50 in µM | 290,000 compounds, 0.054% hits; in the data active = inhibition above about 50%;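 note: plate controls were vehicle with enzyme for no effect and no enzyme for full effect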
Rac1 GTP hydrolysis – MgcRacGAP GTPase-activating activity inhibitors, confirmation, biochemical, ADP Hunter fluorescence | MgcRacGAP-stimulated Rac1 GTP hydrolysis, ADP Hunter fluorescence; higher % means a stronger effect; GST-tagged Rac1 F28L mutant substrate | one-dose inhibition, % at 30 µM; IC50 in µM for titrated hits | 340,000 compounds, 0.6% hits | AID 624330;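 active = first-screen hits whose inhibition reached a set limit at any dose in the follow-up dose series; inconclusive = inhibition above the set first-screen limit but never retested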;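 note: fluorescence reports GDP produced by GAP-driven GTP hydrolysis; strong numbers were not always called active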
SIAH1 antagonists – Siah-1 peptide-binding antagonists, primary screen, biochemical, fluorescence polarization, rhodamine-plectin, uHTS (AID 1817); Siah-1 / rhodamine-plectin peptide fluorescence polarization; higher % means a stronger effect; 290,000 compounds, 0.02% hits; displacement, % at 20 µM, or IC50 in µM where a hit was titrated;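 active = displacement of at least 50% at 20 µM, with a fluorescence ratio check between 0.3 and a set limit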;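 note: plate controls were Siah plus tracer with DMSO for no effect and tracer alone without Siah for full effect; strong numbers were not always called active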
NTR1 agonist cell count 20 µM – also measured in NTR1 agonist; calls as there; cell count; measured here: cell count, cytotoxicity flag
Myeloid diff 2 GFP+ MAC1+ % – further read-out of Myeloid diff 2, marked with its call; GFP+ MAC1+ double positive, %; measured here: differentiation confirmed by MAC1 staining
Starred values were filed as active, the others as inactive; i = inactive; ? = inconclusive; . = not tested or not shown.

SMILES	GPR35 arrestin U2OS	GPR55 antagonists	HIV fusion peptide	NTR1 agonist	NTR1 agonist cell count 20 µM	Myeloid diff 2	Myeloid diff 2 GFP+ MAC1+ %	PhoP inhibition	LYP inhibition	Rac1 GTP hydrolysis	SIAH1 antagonists
O=C(NN/C(=N/S(=O)(=O)c1ccc(Cl)cc1)c1ccccc1)c1ccc(O)cc1	-10%	20%	0.8%	1.2	74	i	0.1	-9%	-3%	5%	9%
FC(F)(F)c1cc(-c2ccccc2)nc2nc(N3CCOCC3)sc12	6%	10%	1.9%	-0.4	24	i	0.4	6%	1%	-3%	0%
COc1ccc(NC(=O)C2CC(c3ccccc3O)=NO2)cc1OC (configuration not stated)	-4%	10%	1.0%	0.9	60	i	0.3	-3%	4%	9%	18%
O=C(Nc1ccc2c(c1)oc1ccc(S(=O)(=O)N3CCCC3)cc12)C1CC1	7%	8%	-2.9%	1.2	60	i	3.3	17%	1%	0%	2%
Cc1cccc(NC(=O)/C(C#N)=C/c2ccc(Sc3ccccc3)o2)c1C	-10%	4%	8.6%	-1.8	92	i	0.2	-11%	-5%	13%	-4%
O=C1C=C(Nc2ccc(Cl)cc2)CC(c2ccccc2)C1 (configuration not stated)	0%	-3%	-1.1%	0.7	60	?	.	-9%	1%	5%	11%
O=C(NC(=S)Nc1cccc([N+](=O)[O-])c1)c1ccco1	13%	11%	-1.9%	-1.1	69	i	0.5	2%	-3%	8%	9%
CCO/C=C1/C(=O)N(C(C)=O)c2ccccc21	-7%	16%	-1.5%	-4.7	81	i	2.3	0%	-9%	3%	-9%
CCOC(=O)Nc1ccc(C(=O)/C=C/c2ccccc2)cc1	-8%	1%	-1.8%	9.3	72	i	0.4	2%	0%	6%	-7%
COc1cc(C=O)ccc1OCCOc1ccccc1[N+](=O)[O-]	-2%	2%	-0.7%	-1.0	49	i	1.0	-3%	0%	4%	1%
CC1SCC(=O)N(CC(=O)NCc2ccccc2)C1=O (configuration not stated)	13%	-10%	0.3%	-0.5	63	i	0.2	10%	-11%	-2%	-1%
CCOC(=O)c1cnc2ccc(C)cc2c1Sc1ccccc1C(=O)OC	-2%	5%	-3.5%	1.5	35	i	0.4	-2%	-1%	11%	5%
O=C(c1ccc(S(=O)(=O)N2CCCC2)cc1)N1CCCC(C(F)(F)F)C1 (configuration not stated)	.	.	.	0.2	82	i	0.3	-6%	.	19%	.
Cc1ccc(NC(=O)N/C=C/c2ccccc2)cc1	-15%	16%	-2.8%	1.9	58	i	0.6	2%	-4%	10%	-2%
Cc1c(NC(=O)c2c(N)n(-c3ccccc3)c3nc4ccccc4nc23)c(=O)n(-c2ccccc2)n1C	2%	10%	-1.3%	-2.3	52	.	.	-6%	5%	.	5%
Cc1cc(C)nc(/N=C(\NC(=O)C(C)(C)C)Nc2ccccc2)n1	11%	5%	0.8%	3.0	29	i	0.4	-3%	-3%	11%	6%
CN(C)/C=C/C(=O)c1cccc(C(F)(F)F)c1	-1%	-2%	0.7%	-1.2	54	i	0.4	-11%	2%	-12%	2%
CCC(CO)(CO)N(CC(=O)Nc1ccc(OC)cc1)CC(=O)Nc1ccc(OC)cc1	25%	-9%	-0.4%	-1.4	91	i	1.5	7%	-6%	13%	-6%
COc1ccc(C(=O)O)cc1S(=O)(=O)NCc1ccccn1	3%	1%	-1.5%	-1.1	68	i	0.4	-6%	-10%	3%	3%
CCOC(=O)N1CCN(C(=O)c2cc(S(=O)(=O)N3CCCC3)cn2C)CC1	10%	0%	-1.0%	-0.7	88	i	0.7	8%	-12%	4%	-4%
Cc1[nH]n(-c2ccccc2)c(=O)c1CCOC(=O)c1cccc(C(F)(F)F)c1	-2%	-8%	-2.0%	-1.4	86	i	1.1	2%	2%	4%	0%
COc1ccc2c(c1)O[C@H](c1ccc3c(c1)OCO3)[C@@H](OC(=O)N[C@H]1CCCc3ccccc31)C2=O	-3%	20%	18%	3.5	76	.	.	-2%	5%	.	41%
O=C(O)/C=C/C(=O)NNC(=O)c1cc(-c2ccccc2)n[nH]1	-1%	-6%	2.9%	-0.7	39	i	0.3	7%	-5%	5%	-9%
CCC(C)NC(=O)c1cc2c(=O)n3ccccc3nc2s1 (configuration not stated)	1%	-2%	2.0%	-0.3	80	i	0.3	0%	-23%	12%	2%
O=C(COC(=O)C1CCN(C(=O)c2ccc(Cl)cc2)CC1)c1ccco1	5%	-4%	-1.7%	-1.6	75	i	1.0	-4%	-12%	-4%	7%
O=C1OCc2nc3cc4c(cc3c(-c3ccc(F)cc3)c21)OCO4	-12%	-7%	1.6%	1.1	84	i	0.7	-8%	0%	.	2%
Cc1ccc(S(=O)(=O)N2CCN(C(=O)CSc3ncn[nH]3)CC2)c(C)c1	.	.	.	1.0	51	i	1.1	-9%	.	1%	.
Cc1ccc(-c2nn3c(C)nnc3c3ccccc23)cc1S(=O)(=O)N1CCN(CCO)CC1	-22%	17%	3.8%	2.0	80	i	0.4	-6%	-8%	1%	-4%
COc1cc(C(=O)Nc2ccc(S(=O)(=O)N3CCc4ccccc43)cc2)cc(OC)c1OC	-13%	10%	-0.4%	1.4	76	i	1.9	-10%	6%	-1%	-4%
NC(=O)C1CC(=O)N(CCc2ccc(F)cc2)C1 (configuration not stated)	-9%	3%	0.7%	0.6	56	i	0.5	-5%	-5%	8%	-3%
Cc1ccc(SCCc2ccc(C)nc2)cc1	4%	-3%	0.0%	1.0	38	i	0.1	10%	-1%	-6%	3%
CCc1ccc(OCc2nc(-c3ccccn3)no2)c(Br)c1	1%	-16%	-3.0%	2.7	54	i	1.2	3%	0%	10%	-4%
CCn1c(SCC(=O)Nc2nc3ccc(C)cc3s2)nc2c(c1=O)SC(C)C2 (configuration not stated)	-4%	-13%	-1.3%	4.0	62	i	1.2	-7%	6%	10%	-4%
COC(=O)[C@H](C)NC(=O)Nc1cc(Cl)ccc1C	8%	6%	2.5%	-2.1	40	i	8.0	4%	-4%	2%	-3%
CCOc1ccc(C(=O)NCC(=O)NCCOc2ccc(C)cc2)cc1	-8%	13%	-0.8%	0.7	55	i	1.6	3%	-5%	10%	5%
Cc1ccc2cccc(NC(=O)c3ccc(Br)o3)c2n1	7%	-5%	-1.1%	9.2	75	i	0.0	0%	-7%	3%	-2%
Cc1cc(C)nc(SCC(=O)c2ccc([N+](=O)[O-])cc2)n1	7%	10%	0.3%	5.9	82	i	0.7	-1%	4%	0%	2%
CC(C)(C)NC(=O)CCN(/N=C/c1ccccc1F)C1=NS(=O)(=O)c2ccccc21	3%	8%	-1.7%	3.5	104	i	0.6	-3%	-4%	5%	9%
NC(=S)N=Nc1c(O)n(C2OC(=O)c3ccccc32)c2ccccc12 (configuration not stated)	-1%	-6%	0.8%	0.7	40	.	.	-14%	10%	5%	-4%
Cc1sc(NC(=O)c2ccccc2F)c(CN2CCCCC2C)c1C (configuration not stated)	0%	7%	4.4%	3.9	48	i	0.7	2%	-4%	-11%	-5%
Cc1noc(C)c1S(=O)(=O)N1CCN(C(c2ccccc2)c2ccc(Cl)cc2)CC1 (configuration not stated)	5%	10%	-0.5%	-0.9	44	i	0.9	1%	5%	3%	0%
COc1ccc2nc(SCC(=O)Nc3nccs3)[nH]c2c1	-6%	-7%	-0.4%	-0.4	74	i	0.4	0%	5%	9%	-2%
O=C(O)CSC1c2ccccc2C(=O)N1Cc1ccccc1 (configuration not stated)	13%	2%	-0.2%	-0.1	51	i	0.9	-2%	-3%	12%	0%
C/C(=N\NS(=O)(=O)c1ccc([N+](=O)[O-])cc1)c1ccc2c(c1)OCO2	0%	68%	-0.5%	-0.7	68	i	0.8	1%	-11%	1%	-4%
C/C(CC(=O)N(C(C)C)C(C)C)=N\NC(=O)COc1ccc(Cl)cc1Cl	-12%	7%	0.0%	3.4	31	i	0.0	7%	-8%	-1%	12%
COc1ccc(S(=O)(=O)NC2CC3CCC2C3)cc1Cl (configuration not stated)	9%	5%	-0.7%	5.3	56	i	6.7	5%	-10%	-5%	2%
COc1cccc(CNC(=O)C2(C)Oc3ccccc3NC2=O)c1 (configuration not stated)	-10%	1%	0.4%	-0.7	60	i	0.6	4%	-10%	7%	2%
N=c1c(C(=O)NCc2ccc(F)cc2)cc2c(=O)n3ccccc3nc2n1Cc1ccco1	-1%	15%	14%	41*	51*	i	1.2	-28%	-4%	15%	20%
Cc1nn(C)c(N)c1[N+](=O)[O-]	-9%	5%	-0.3%	-0.1	49	i	0.7	-11%	-4%	11%	5%
CC1(c2ccccc2)NC(=O)N(CC(=O)NCc2ccc3c(c2)OCO3)C1=O (configuration not stated)	0%	2%	-1.2%	-0.8	49	i	1.0	8%	-11%	3%	-2%
The list continues.
SMILES	GPR35 arrestin U2OS	GPR55 antagonists	HIV fusion peptide	NTR1 agonist	NTR1 agonist cell count 20 µM	Myeloid diff 2	Myeloid diff 2 GFP+ MAC1+ %	PhoP inhibition	LYP inhibition	Rac1 GTP hydrolysis	SIAH1 antagonists
CC(/C=N/NC(=O)c1ccc(Cn2cc([N+](=O)[O-])cn2)o1)=C\c1ccccc1	5%	8%	1.2%	-0.6	57	i	5.7	2%	-1%	6%	9%
Cc1cccc(OCC(=O)O/N=C(\N)c2ccccn2)c1C	6%	14%	1.6%	0.0	76	i	1.1	16%	-1%	4%	-2%
O=S(=O)(NCCc1nnc2ccc(SCc3cccnc3)nn12)c1ccccc1	-12%	10%	-2.0%	-0.8	31	i	0.6	1%	-6%	-5%	-1%
O=C(CNC(=O)c1cc2ccccc2o1)NCc1cccs1	3%	-1%	2.4%	0.6	54	i	0.6	-3%	-4%	5%	7%
Cc1cccc(NC(=S)NCCSc2ccc(Cl)cc2)c1	-9%	1%	1.3%	9.7	76	i	0.8	-3%	-3%	3%	-2%
C=CC1=C(C(=O)O)N2C(=O)C(NC(=O)Cc3ccccc3)C2SC1 (configuration not stated)	-10%	-14%	15%	-0.5	40	.	.	-3%	-5%	29%	0%
CCCCC1C2=C(CC(C)(C)CC2=O)OC2=C1C(=O)CC(C)(C)C2	2%	0%	-1.3%	-0.4	63	i	0.9	-8%	-5%	2%	3%
